Assay outcomes: PubChem BioAssay, National Center for Advancing Translational Sciences (NCATS)
Sm TGR block: S. mansoni TGR enzyme inhibition | purified TGR, DTNB reduction, TNB absorbance 405 nm | Potency, µM (titrated, usually from 114 µM), for inactives: at the top dose activity change, negative = inhibition, hits mostly inhibitors | hit rate 3% among 360,000; further: potency means the concentration at half of the fitted maximal effect; nearly all actives have a fitted effect of over 60% in size
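Kinetic colorimetric format: TGR-catalysed, NADPH-driven DTNB reduction monitored via TNB absorbance. Enzyme dispensed at 20 nM; compound exposure 15 min at room temperature before reaction start.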
AmpC no deterg: AmpC beta-lactamase inhibition without detergent; P00811; AmpC nitrocefin hydrolysis, absorbance 480 nm, 0.0001% Triton; Potency, µM (top dose mostly 57.1 µM), inactives show top-dose activity change, negative = inhibition, hits mostly inhibitors; hit rate 0.52% among 330,000;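 further: potency means the concentration at half of the fitted maximal effect; plate controls were no compound for no effect and no enzyme for full effect; nearly all actives have a fitted effect of over 20% in size; some results filed as inactive show a strong effect at the top dose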
Target sequence (P00811 whole entry, looked up): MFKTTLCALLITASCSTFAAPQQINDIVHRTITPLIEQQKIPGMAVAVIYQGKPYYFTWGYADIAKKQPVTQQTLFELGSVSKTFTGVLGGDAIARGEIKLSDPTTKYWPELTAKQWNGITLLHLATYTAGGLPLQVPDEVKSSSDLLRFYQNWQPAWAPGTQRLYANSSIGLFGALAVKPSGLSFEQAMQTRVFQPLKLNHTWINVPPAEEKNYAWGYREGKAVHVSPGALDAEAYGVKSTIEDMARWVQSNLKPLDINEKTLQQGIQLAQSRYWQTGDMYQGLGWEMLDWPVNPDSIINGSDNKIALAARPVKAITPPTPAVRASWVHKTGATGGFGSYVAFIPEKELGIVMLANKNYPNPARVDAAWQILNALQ
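AmpC (5.3 nM in the dispensed reagent) in 20 mM phosphate pH 7.0 with 0.01% (detergent screen) or 0.0001% Triton X-100 was preincubated with compounds for 15 min at room temperature. Nitrocefin was then added from an 800 uM solution, and hydrolysis was followed at 480 nm.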
Tb PYK inh: T. brucei pyruvate kinase inhibition | hit rate 0.12% among 410,000 | Potency, µM (series often up to 76.8 µM), inactives show at the highest dose activity, negative = inhibition, hits mostly inhibitors | TbPYK enzyme, Kinase-Glo Plus ATP luminescence, 45 min | AID 624173 | Q57TT1; further: potency means the concentration at half of the fitted maximal effect; nearly all actives have a fitted effect of over 50% in size
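Activity of T. brucei pyruvate kinase was followed by Kinase-Glo Plus luminescence after the enzyme reacted 45 min at room temperature with 130 uM ADP (final) and substrate. Test compounds were added before ADP at multiple concentrations.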
HCMV antiviral: blocks human cytomegalovirus replication; HFF cells, HCMV-luciferase reporter, 72 h; hits give low values; activity change, negative = inhibition, % at 57.5 µM; hit rate 4.5% among 410,000; in the data active means activity change below about -60%; inconclusive means no clear call, values can overlap the other calls; inactive means above about -39%
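Human foreskin fibroblasts infected with luciferase-reporter HCMV at MOI 1 PFU/cell, compounds at two doses. Luciferase measured 72 h post infection; normalized to buffer-only basal and Salinomycin (10uM) controls.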
LmPK inhibitor: LmPK (Leishmania mexicana) enzyme inhibition. Potency, µM (series often up to 57.5 µM), for inactives: at the highest dose activity change, negative = inhibition, actives largely listed as inhibitors. hit rate 0.37% among 290,000. AID 1721. purified LmPK, Kinase-Glo ATP luminescence, 1 h; further: potency means the concentration at half of the fitted maximal effect
Target sequence (Q27686 whole entry, looked up): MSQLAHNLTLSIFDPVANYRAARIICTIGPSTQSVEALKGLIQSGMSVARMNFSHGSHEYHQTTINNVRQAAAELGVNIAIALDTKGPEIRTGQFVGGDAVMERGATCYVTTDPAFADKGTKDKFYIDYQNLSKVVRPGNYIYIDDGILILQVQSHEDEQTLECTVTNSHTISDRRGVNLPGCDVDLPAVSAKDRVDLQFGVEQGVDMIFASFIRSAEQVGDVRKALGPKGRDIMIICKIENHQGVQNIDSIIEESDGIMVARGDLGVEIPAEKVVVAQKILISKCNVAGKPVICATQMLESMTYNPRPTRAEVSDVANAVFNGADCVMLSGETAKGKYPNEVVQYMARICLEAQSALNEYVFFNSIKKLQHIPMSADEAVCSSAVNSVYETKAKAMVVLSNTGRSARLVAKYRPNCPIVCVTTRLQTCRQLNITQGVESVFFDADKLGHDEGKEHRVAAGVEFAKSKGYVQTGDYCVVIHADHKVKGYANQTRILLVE
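0.1 nM LmPK, 0.5 mM PEP, 0.1 mM ADP; 50 mM imidazole pH 7.2, 7 mM MgCl2, 50 mM KCl; 1 h RT. Kinase-Glo luminescence readout, normalized to no-enzyme (full inhibition) and uninhibited wells.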
AmpC inh detg: AmpC beta-lactamase inhibition with detergent present | Potency, µM (doses to about 114 µM), inactives show at the highest dose activity change, negative = inhibition, most hits filed as inhibitors | P00811 | AmpC hydrolysis of nitrocefin, absorbance 480 nm, 0.01% Triton | hit rate 0.041% among 370,000;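 further: potency means the concentration at half of the fitted maximal effect; 0% = no-compound wells and -100% = no-enzyme wells; nearly all actives have a fitted effect of over 25% in size; some results filed as inactive show a strong effect at the top dose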
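AmpC (5.3 nM in the dispensed reagent) in 20 mM phosphate pH 7.0 with 0.01% (detergent screen) or 0.0001% Triton X-100 was preincubated with compounds for 15 min at room temperature. Nitrocefin was then added from an 800 uM solution, and hydrolysis was followed at 480 nm.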
AMA1-RON2 inh: inhibitors of Plasmodium falciparum AMA1-RON2 interaction. AlphaScreen AMA1-biotinylated RON2 peptide binding. Potency, µM (series often up to 58.2 µM), without a hit: at the top dose activity change, negative = inhibition, most hits filed as inhibitors. hit rate 0.2% among 360,000;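 further: potency means the concentration at half of the fitted maximal effect; 0% = vehicle wells and -100% = peptide control; nearly all actives have a fitted effect of over 45% in size; some results filed as inactive show a strong effect at the top dose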
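AMA1 (3D7) with his tag at 25 nM final met compounds first, then biotinylated RON2 peptide at 25 nM; detection used donor plus acceptor beads, 10 µg/mL apiece, read by AlphaScreen after 30 min at room temperature.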
Starred values were filed as active, the others as inactive; ? = inconclusive; · = not tested or not shown; & = joins results of further samples; [ ] = remark or other dose. Unless noted, the call rests on the fitted dose curve; in most records, active means well fitted curve in the direction sought with a large enough effect; inconclusive means small, poorly fitted or top-dose-only effect, or another doubt; inactive means no such curve, though single readings can be large; an effect the other way counts as inactive or inconclusive. Unless noted, on the % scale 0 is the no-effect control and ±100 the full control effect.

SMILES	Sm TGR block	AmpC no deterg	Tb PYK inh	HCMV antiviral	LmPK inhibitor	AmpC inh detg	AMA1-RON2 inh
O=C(NP(=O)(N1CCCC1)N1CCCC1)C1=C(N2CCOCC2)/C(=C/c2cccc([N+](=O)[O-])c2)CC1	18µM*	-4%	-4%	0	-2%	-2%	5%
COc1cc2c(cc1OC)C(C(=O)NC1CC1)C1c3ccccc3CCN1C2=O (stereo not given)	·	·	5%	-18	·	·	2%
COc1ccc(OC)c(/C=C/C(=O)Oc2ccc(C(C)=O)cc2)c1	4%	-2%	-7%	?	-3%	0%	91%[activator]
Cc1nc2ccccc2c(=O)n1-c1ccc(F)cc1	5%	-14%	10%	38	4%	3%	7%
NC(=O)NC1(C(=O)O)CCCC1	·	·	-5%	16	·	·	-7%
O=C(NNC(=O)C1[C@H]2CCCC[C@@H]12)c1ccc(=O)oc1 (stereo not given in full)	?	-42%	6%	37	-2%	-5%	107%[activator]
CCN1CCN(C(=S)Nc2ccc(Cl)cc2Cl)CC1	-18%	-6%	-2%	?	-4%	4%	32%[activator]
O=C(CSc1nnc(-c2ccco2)n1-c1ccccc1Cl)Nc1cccc(C(=O)O)c1	?	-20%	-14%	-19	-4%	-2%	-2%
COc1ccc(CN2C(=O)C(C)Nc3ncnc(N4CCc5ccccc5C4)c32)cc1 (stereo not given)	·	·	-15%	-17	·	·	0%
O=C(COc1ccccc1)Nc1nc2c(s1)CCCC2	3%	?	1%	15	1%	-4%	-21%
CCOc1ccccc1NC(=O)c1nc(S(=O)(=O)Cc2cccc(C)c2)ncc1Cl	7.1µM*	-18%	-8%&5%	-113*	-6%	-11%&-3%	0%
O=C(CCNC(=O)c1ccc(Br)o1)NCc1ccc(Cl)cc1	0%	-8%	9%	8	2%	2%	-5%
C[C@H](CO)N1C[C@H](C)[C@@H](CN(C)C(=O)Nc2ccc(F)cc2)OCc2cnnn2CCCC1=O	·	·	-1%	18	·	·	9%
O=C(COc1ccc(Br)cc1)N1CCC(c2ccccc2)C1 (stereo not given)	-10%	18%	-9%	29	0%	0%	-4%
CCN(CC)CCn1c(NCc2cccc(OC)c2)nc2ccccc21	2%	-5%	2%	-20	3%	-1%	-21%
CO[C@H]1/C=C/O[C@@]2(C)Oc3c(C)c(O)c4c(O)c(c5c(c4c3C2=O)NC2(CCN(CC(C)C)CC2)N=5)=NC(=O)/C(C)=C\C=C\[C@H](C)[C@H](O)[C@@H](C)[C@@H](O)[C@@H](C)[C@H](OC(C)=O)[C@@H]1C	·	·	-11%&-14%	23	·	·	0%
COc1ccc(NS(=O)(=O)c2ccc(N3CCOCC3)c(NC(=O)c3ccc(OC)cc3)c2)cc1	8%	5%	-1%	?	2%	-12%	-9%
CC12CCC(=O)N1C(C(=O)Nc1ccc(F)cc1)CS2 (stereo not given)	-16%	-1%	4%	·	0%	3%	0%
CC(C)[N+]1=C2C=CC=CC=C2SC12C([N+](=O)[O-])=CC(=[N+]([O-])[O-])C=C2[N+](=O)[O-] (stereo not given)	-34%	-8%	-7%	?	-3%	2%	-2%
O=C(NN=C1CCCC1)c1cc(O)cc(O)c1	-3%	-51%	-10%	12	-4%	-6%	-26%
CCC(C)n1c(=N)c(C(=O)NCc2ccccc2)cc2c(=O)n3cc(C)ccc3nc21 (stereo not given)	9%	·	-6%	-73*	·	8%	·
Cc1c(C)n(C)c2ccc(C(=O)N3CCN(c4ccccn4)CC3)cc12	0%	25%	4%	11	-1%	-7%	-20%
Cc1nc(NC2=NCN(CCc3ccccc3)CN2)nc2ccccc12	0%	-11%	·	·	-3%	-1%	·
CCN1CSC(=S)N(Cc2ccc(OC)cc2)C1	-28%	-24%	-3%	?	-1%	-1%	29%
CCC1=C(OC(=O)N(CC)CC)N2C(=O)OC(=NCc3ccccc3)[C@]2(C)[C@H]2C1=CC[C@H]1C(=O)N(CC(=O)OC)C(=O)[C@H]12	-9%	169%[activator]	5%	-62*	1%	-8%	14%

6 neighbouring records out of the list so far, quoted:
SMILES	Sm TGR block	AmpC no deterg	Tb PYK inh	HCMV antiviral	LmPK inhibitor	AmpC inh detg	AMA1-RON2 inh
CC12CCC(=O)N1C(C(=O)Nc1ccc(F)cc1)CS2 (stereo not given)	-16%	-1%	4%	·	0%	3%	0%
CC(C)[N+]1=C2C=CC=CC=C2SC12C([N+](=O)[O-])=CC(=[N+]([O-])[O-])C=C2[N+](=O)[O-] (stereo not given)	-34%	-8%	-7%	?	-3%	2%	-2%
O=C(NN=C1CCCC1)c1cc(O)cc(O)c1	-3%	-51%	-10%	12	-4%	-6%	-26%
CCC(C)n1c(=N)c(C(=O)NCc2ccccc2)cc2c(=O)n3cc(C)ccc3nc21 (stereo not given)	9%	·	-6%	-73*	·	8%	·
Cc1c(C)n(C)c2ccc(C(=O)N3CCN(c4ccccn4)CC3)cc12	0%	25%	4%	11	-1%	-7%	-20%
Cc1nc(NC2=NCN(CCc3ccccc3)CN2)nc2ccccc12	0%	-11%	·	·	-3%	-1%	·

Remaining list, next part.
SMILES	Sm TGR block	AmpC no deterg	Tb PYK inh	HCMV antiviral	LmPK inhibitor	AmpC inh detg	AMA1-RON2 inh
COC(=O)c1c(C(=O)OC)c2n(c1C)Cc1ccccc1C2	0%	-4%	·	-29	2%	?	17%
CN(C(=O)c1c[nH]c2ccc(S(=O)(=O)Nc3cccc(C(F)(F)F)c3)cc2c1=O)C1CCCCC1	11%	·	0%	-26	·	0%	·
C/C(=N/NC(=O)CNC(=O)c1ccncc1)c1ccco1	-5%	-2%	1%	3	2%	-8%	-8%
CCOC(=O)c1sc2ccccc2c1NC(=O)c1coc2ccccc2c1=O	1%	-20%	0%	45	1%	-7%	7%
CCC1Oc2ccc(C)cc2N(CC(=O)NCCCN2CCCCC2CC)C1=O (stereo not given)	-3%	2%	-1%	-5	5%	?	2%
Cc1nn2c(=O)cc(COC(=O)c3ccccc3NC(=O)C(C)Oc3ccccc3)nc2s1 (stereo not given)	4%	·	5%	-30	·	8%	·
COc1cc(OC)c(-n2c(C)cc(C=O)c2C)cc1Cl	-2%	66%[activator]	1%	7	3%	-14%	-1%
CC1CCC2(CC1)OCC1(CCC3(COC4(CCC(C)CC4)OC3)C1=O)CO2 (stereo not given)	·	0%	-3%	-1	2%	2%	?
CCC(C)c1c(N)n(S(=O)(=O)c2ccc(C)cc2)oc1=O (stereo not given)	·	·	12%	12	·	·	0%
COc1cc(C(=O)NCc2ccccc2)cc(Br)c1OC	-2%	-18%	4%	-20	-3%	4%	8%
O=C(NCCN1CCOCC1)C1CCN(S(=O)(=O)c2ccccc2)CC1	·	·	0%	-26	·	·	-10%
COc1ccc(OC)c(S(=O)(=O)NC2CCN(Cc3ccccc3)CC2)c1	0%	8%	-1%	?	-8%	0%	-2%
O=C(CSc1nnc(-c2cccs2)n1-c1ccccc1)c1ccc2c(c1)OCCO2	0%	-3%	-7%	0	4%	?	-1%
COc1ccccc1CNC(=O)CCS(=O)(=O)c1ccc(Cl)cc1	-31%	-4%	-4%	5	·	-22%	-3%
c1ccc(OCc2nc(-c3cccs3)no2)cc1	-23%	-25%	2%	61	1%	-1%	12%
CCc1cccc(C)c1Nc1c(-c2cccc(O)c2)nc2cnccn12	4%	·	1%	-2	·	9%	·
CC(C)[C@H](N)c1cn([C@@H](CC(N)=O)C(=O)N2CCNCC2)nn1	-10%	-8%	0%	14	·	-5%	12%
CCOc1ccc(C(=O)NCC(=O)NNC(=O)c2ccco2)cc1OCC	·	-16%	-3%	-11	·	·	-16%
COc1cccc(-n2c(SCC(=O)N3CCCCC3)nc3c([nH]c4ccccc43)c2=O)c1	3%&3%	-5%	0%&0%	17&33	-2%	4%&3%	6%
Cc1c(NC(=O)C(C#N)=C2CCCCC2)c(=O)n(-c2ccccc2)n1C	-14%	-17%	-6%	12	1%	?	-1%
O=C(Nc1cccc(S(=O)(=O)N2CCOCC2)c1)C1COc2ccccc2O1 (stereo not given)	-8%	-21%	?	-8	·	?	2%
Cc1ccc(C)c(-c2cc(C(=O)NNC(=S)NCC(C)C)c3ccccc3n2)c1	-7%	-43%	-8%	14	3%	-13%	42%[activator]
C=CCC[C@@H](CCCCC)OC(=O)/C=C/[C@H](O)[C@@H](O)C[C@H](O)CC=C	·	·	5%	-23	·	·	2%
Cc1ccc(S(=O)(=O)n2cc(-c3ccccc3)c(N)n2)cc1	-16%	-29%	1%	-34	1%	-5%	33%[activator]
CCN(C(=O)CSc1nc2scc(-c3ccccc3)c2c(=O)n1C)C1CCS(=O)(=O)C1 (stereo not given)	·	-7%	2%	14	·	·	0%

Other records follow:
SMILES	Sm TGR block	AmpC no deterg	Tb PYK inh	HCMV antiviral	LmPK inhibitor	AmpC inh detg	AMA1-RON2 inh
CCc1cc2c(=O)c(-c3nc4ccccc4n3C)c(COCC(=O)O)oc2cc1OC(=O)C(C)(C)C	1%	-39%	-4%	27	3%	?	78%[activator]
Cc1cc(-c2ccccc2)n2ncc(-c3ccccc3)c2n1	3%	-15%	1%	-60*	-2%	-12%	10%[11.6 µM]
Cc1cccc(Cn2c(NCC(C)O)nc3c2c(=O)n(C)c(=O)n3C)c1 (stereo not given)	1%	-10%	-4%	?	2%	0%	0%
CCN(C(=O)c1cn(C)c(=O)c2ccccc12)c1ccccc1F	24%	13%	-7%	95	7%	14%	1%
CCc1ccc2c(c1)NC(=O)C2(C)Cc1ccccc1Cl (stereo not given)	·	·	4%	-9	·	·	7%
O=C(C[C@H]1C(=O)N(c2ccccc2)C[C@@H]1Cc1ccccc1)Nc1ccc(Br)cc1	·	·	1%	23	·	·	6%
CC(Sc1nnnn1-c1ccccc1)C(=O)NC1CCCC1 (stereo not given)	-5%	-17%	-3%	-23	·	1%	0%[11.6 µM]
O=C(Nc1c(C(=O)N2CCCCC2)cnn1-c1ccccc1)c1ccco1	11%	-11%	-11%	23	0%	-4%	6%
COc1cccc(C(=O)OCC(=O)c2ccc(S(=O)(=O)N3CCCCC3)cc2)c1OC	-9%	-7%	2%	-100*	·	?	3%
COc1ccc(N(CCCN2C(=O)c3cccc4cccc(c34)C2=O)C(=O)c2cccs2)cc1	-4%	-23%	4%	-21	1%	?	15%
O=C(NCCc1ccccc1)C(=O)c1c[nH]c2ccccc12	11%	-33%	-2%	26	3%	-3%	-7%
Cc1ccc(N(C)S(=O)(=O)c2ccc(C)cc2)cc1	5%	-25%	2%	-32	1%	1%	6%
O=C(NC1CCCCC1)c1cc(-n2cnnc2)ccc1Cl	5%	-12%	-7%	-37	2%	-2%	-7%

Hits appear at their usual frequency, and some 7.4% of all compounds hit somewhere here.
